TDP1 cell CPT = qHTS for Inhibitors of human tyrosyl-DNA phosphodiesterase 1 (TDP1): qHTS in cells in presence of CPT | chicken DT40 Tdp1-/-;hTDP1 cells + 20 nM CPT, ATP luminescence, 48 h | Potency, µM (top dose mostly 46.2 µM), inactives show top-dose activity change, negative = growth inhibition, actives largely listed as inhibitors | 420,000 compounds, 12% hits; note: nearly all actives have a fitted effect of over 55% in size
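Cell growth measured by CellTiter-Glo luminescence after a minimum 48 h, 37 C compound exposure with 20 nM CPT in Tdp1-knockout DT40 cells stably expressing hTDP1, seeded 400/well; qHTS titration format.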
FEN1 inh = qHTS Assay for the Inhibitors of Human Flap endonuclease 1 (FEN1). Recombinant FEN1 flap cleavage, fluorescence, 15 min. 390,000 compounds, 0.35% hits. Potency, µM (doses to about 114 µM), inactives show at the highest dose activity change, negative = inhibition, most hits filed as inhibitors. AID 588795, 2011; note: nearly all actives have a fitted effect of over 65% in size
Target sequence (P39748 whole entry, looked up): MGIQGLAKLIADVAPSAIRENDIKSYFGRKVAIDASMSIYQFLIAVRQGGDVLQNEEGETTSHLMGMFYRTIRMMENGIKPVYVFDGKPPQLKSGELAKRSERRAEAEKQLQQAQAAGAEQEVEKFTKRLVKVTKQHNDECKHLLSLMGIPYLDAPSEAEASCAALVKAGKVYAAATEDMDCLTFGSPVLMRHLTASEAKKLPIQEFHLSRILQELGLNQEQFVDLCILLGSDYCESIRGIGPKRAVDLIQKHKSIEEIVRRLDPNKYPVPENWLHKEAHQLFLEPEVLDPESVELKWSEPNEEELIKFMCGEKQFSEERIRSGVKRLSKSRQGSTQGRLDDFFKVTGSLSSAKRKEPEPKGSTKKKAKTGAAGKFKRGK
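FEN1 at 10 nM, compound pretreatment for 15 min (room temperature), 50 nM final substrate to initiate; endpoint reads at 0 and 15 min; DMSO-only plates used as vehicle background.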
N370S GC = qHTS Assay for Inhibitors and Activators of N370S glucocerebrosidase as a Potential Chaperone Treatment of Gaucher Disease | AID 2101, 2009 | 330,000 compounds, 0.092% hits | Lysosomal acid glucosylceramidase (Homo sapiens), P04062 | N370S GC spleen homogenate, 4MU-glucoside fluorescence | Potency, µM (series often up to 59.4 µM), for the others: top-dose activity change, negative = inhibition, usual class: inhibitors;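 note: 0% = full enzyme activity and -100% = no enzyme basal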
Numbers without * were called inactive; ? = inconclusive; / = not tested or not shown; [ ] = dose if it differs, or a comment. Calls come from the whole dose curve; as a rule, active = well fitted curve in the direction sought with a large enough effect; inconclusive = small, poorly fitted or top-dose-only effect, or another doubt; inactive = no such curve, though single readings can be large; an effect the other way counts as inactive or inconclusive. Unless noted, % is set by controls: 0 for no effect and ±100 for the full control effect; potency is the fitted concentration of half-maximal effect.

SMILES | TDP1 cell CPT | FEN1 inh | N370S GC
O=S(=O)(N1CCCCC1)N1CCN(c2cc(Cl)ccc2Cl)CC1 | 2% | -19% | 10%
COc1ccc(CCN(C)C2CCCN(C(=O)CCC(F)(F)F)C2)cc1OC (stereo unspecified) | 2% | 8% | 1%
Cc1ccccc1-n1c(N)c(C(=O)Nc2ccc(F)cc2)sc1=S | 13% | 1% | -3%
CCOc1ccccc1C(=O)NN1C(=O)CCC1=O | ? | -5% | -29%
CN(CC(=O)Nc1ccccc1Br)C(=O)C(Cc1ccccc1)NC(=O)c1ccccc1 (stereo unspecified) | ? | -5% | -5%
O=C(Nc1ccc(Cl)cn1)C1CCCN(c2ncnc3c2nc2n3CCCCC2)C1 (stereo unspecified) | 21µM* | -9% | 2%
CCOC(=O)[C@H]1[C@H]2COc3cc(OC)ccc3[C@@H]2N2C(=O)CN(Cc3ccc(Cl)cc3)C(=O)[C@@]12C | ? | 8% | /
O=C(CCCn1c(SCc2cccc(F)c2)nc2ccccc2c1=O)NCC1CCCO1 (stereo unspecified) | ? | -15% | -2%
NC(=O)c1ccc(N2CCNC(=O)C2)c([N+](=O)[O-])c1 | 0% | -10% | 5%
COc1ccccc1NC(=O)Cn1c(=O)oc2cc(S(=O)(=O)NCc3ccccc3)ccc21 | ? | 1% | /
Cc1ccccc1NC(=S)N(Cc1ccccc1)Cc1cccs1 | -21% | 3% | -14%
CCn1nnnc1SCC(=O)Nc1nnc(C(C)C)s1 | ? | 19% | 1%
C[C@@]12CCC[C@@](C)(C(=O)O)C1CC[C@@]13C[C@@H](NCc4ccccc4)[C@@](C)(CCC12)C3 (stereo partly specified) | ? | -3% | /
COCc1cc(C)nc2c1C(=O)NC(c1ccc(Br)cc1)N2Cc1ccccc1 (stereo unspecified) | ? | -6% | /
O=C(O)c1ccc(OS(=O)(=O)c2ccc(Cl)s2)cc1 | 6% | 4% | -3%
Cc1noc(C)c1COC(=O)c1ccc(S(=O)(=O)N2CCCCC2)cc1 | -2% | -3% | -1%
COc1oc(C(=O)NC2CCCCC2)c(-c2ccc(Cl)cc2)c1S(=O)(=O)c1ccccc1 | ? | -1% | /
CC1(C)C2C(Cl)(Cl)C2(C)c2ccccc2N1C=O (stereo unspecified) | 20% | 1% | -9%
COc1cc(/C=N\NC(=O)OC(C)(C)C)ccc1OC(=O)c1ccco1 | 19% | 2% | 4%
COc1cccc(OCC(=O)NNC(=O)c2cccs2)c1 | -1% | 8% | 25%
CCCCNC(=O)c1cc(-c2ccc(OC)cc2)nc2n[nH]c(-c3cccc([N+](=O)[O-])c3)c12 | 21µM* | 20% | /
COc1ccc(NCc2nc3ccccc3n2CCOc2ccccc2)cc1 | ? | ? | ?
N#CC1=C(N)C(C#N)(C#N)[C@H](c2ccsc2)[C@H]2COCC=C12 | ? | -16% | 18%
Cc1ccc(NC(=O)C2CCCN(S(=O)(=O)c3ccc(F)cc3)C2)cc1 (stereo unspecified) | 23µM* | -6% | /
Cc1cccc(C)c1OCC(=O)NCC1CCCO1 (stereo unspecified) | 17% | 5% | 23%

Additional entries
SMILES | TDP1 cell CPT | FEN1 inh | N370S GC
CN1Cc2sc(NC(=S)NC(=O)c3ccccc3)c(C#N)c2CC1(C)C | -13% | ? | -14%
CC(C)C[C@@H](CN)NC(=O)c1nc[nH]c1C(=O)N[C@@H](Cc1ccccc1)C(=O)CNC[C@H](C)NC(=O)c1nc[nH]c1C(=O)N[C@@H](C)C(=O)O | -22% | -3% | /
CC(=O)c1ccc(S(=O)(=O)N2CCN(C(=O)CSc3ccc(F)cc3)CC2)cc1 | 0% | -2% | -15%
CCOC(=O)CSc1nnc(CNC(=O)c2ccc(S(=O)(=O)N3CCCC3)cc2)n1C | 15% | -16% | 18%
COc1ccc(C(=O)Nc2nc(-c3nnn(-c4ccc(F)cc4F)c3C)ns2)cc1 | 15µM* | -18% | /
COc1cc(C(=O)Nc2ccc3c(c2)OCCO3)c(-n2cnnn2)cc1OC | -19% | 15% | 5%
COc1cccc(-c2cc(-c3cccnc3)c(C#N)c(N)n2)c1 | 27% | -17% | 25%
Cc1nn(Cc2ccccc2)c2c1C(c1cccnc1)C(C#N)=C(N)O2 (stereo unspecified) | ? | -12% | 4%
c1ccc(C2CCCN(Cc3nc(CC4CC4)no3)CC2)cc1 (stereo unspecified) | -12% | -4% | -10%
COc1cccc(C(=O)Nc2nc3c(s2)CCCC3)c1 | ? | -6% | /
CCN(CC)S(=O)(=O)c1ccc(N2CCOCC2)c(NC(=O)C(C)(C)C)c1 | ? | -11% | ?
CC(C)(C)c1ccc(C(=O)NNc2ccc(F)cc2F)cc1 | -11% | 8% | 18%
CC(=O)N1CCC2(CCCN(Cc3ccccc3)C2)CC1 | 10% | / | 3%
CC(C)n1c(/N=C/c2ccccc2O)nc2ccccc21 | 10% | 1% | 0%
CC1=C(C(=O)Nc2ccccc2C)C(c2ccncc2)n2nc(SCc3ccccc3)nc2N1 (stereo unspecified) | -11% | -10% | /
CCOc1ccccc1NC(=O)CSc1cn(CC(=O)N2CCCCCC2)c2ccccc12 | ? | -3% | /
CC(=O)n1cc([C@H]2C=C(C(=O)NCc3ccccc3)O[C@@H](OCCCCO)C2)c2ccccc21 | ? | -13% | 0%
COCCNC(=O)C1CCN(S(=O)(=O)c2ccc3c(c2)OCCO3)CC1 | -10% | -2% | -11%
O=C(Cc1cccc(C(F)(F)F)c1)Nc1cc(S(=O)(=O)N2CCOCC2)ccc1N1CCCC1 | ? | 8% | /
CC(/C=N/NC(=O)c1ccc2nc(C)[nH]c2c1)=C\c1ccccc1 | ? | 5% | -16%
Cc1c(Br)c([N+](=O)[O-])nn1CC(=O)NCCc1ccc(Cl)cc1 | -24% | -9% | 0%
CCOC(=O)/C(=C\c1cccc(O)c1)c1nc2sc(C)c(C)c2c(=O)[nH]1 | 9.2µM* | -6% | 10%
NS(=O)(=O)c1cccc(NC(=O)Nc2ccccc2)c1 | 16% | 1% | 4%
CCC1Nc2ccccc2-c2nnc(SC)nc2O1 (stereo unspecified) | ? | 1% | /
CC(=O)N(C)c1nc(N)n(-c2ccccc2)n1 | -12% | 3% | 8%

Later entries:
SMILES | TDP1 cell CPT | FEN1 inh | N370S GC
O=C(NCC1CCCO1)Nc1ccccc1 (stereo unspecified) | -2% | -10% | 3%
CC1=C(C(=O)Nc2ccc(C)cc2C)C(c2ccccc2C)n2ncnc2N1 (stereo unspecified) | -6% | -10% | /
CCOc1ccccc1NC(=O)CSc1nc2nc(-c3cccs3)cc(C(F)(F)F)c2c(=O)[nH]1 | -28% | -7% | ?
CCn1c(CN2CCOCC2)nc2cc(NC(=O)c3ccc([N+](=O)[O-])cc3)ccc21 | -21% | -8% | /
O=C(CCn1nc(-c2ccc(Cl)cc2)c2ccccc2c1=O)Nc1cccnc1 | ? | -2% | 10%
Cc1c(NC(=S)N/C(=N/S(=O)(=O)c2ccccc2)c2ccccc2)c(=O)n(-c2ccccc2)n1C | -15% | -4% | 3%
COc1ccc(OC)c2sc(N(CCN(C)C)C(=O)c3ccc4ccccc4c3)nc12 | ? | -6% | -19%
O=C(NNS(=O)(=O)c1ccccc1)c1cccc([N+](=O)[O-])c1 | 7% | 6% | -23%
COc1cc(OC)cc(C(=O)N[C@H](C(=O)OCC(=O)c2c[nH]c3ccccc23)C(C)C)c1 | 4% | 0% | /
CC(C)CN(C(=O)COC(=O)c1nc(Cl)ccc1Cl)C1CCS(=O)(=O)C1 (stereo unspecified) | 8% | 1% | -4%
COc1ccc(C(=O)Nc2ccncc2)c(OC)c1 | 3% | 2% | -14%
Nc1ccc(C23CC4CC(CC(O)(C4)C2)C3)cc1 | -15% | -2% | 8%[2.35 µM]
COc1cc(/C=C2\SC(=S)N(NC(=O)c3ccc(O)c(OC)c3)C2=O)ccc1O | -15% | ? | -9%
CC(C)OCCCNC(=O)C1CCN(S(=O)(=O)N2CCCC2)CC1 | -8% | -3% | 9%
CSc1nnc2c(n1)OC(c1ccsc1)N(C(C)=O)c1ccccc1-2 (stereo unspecified) | -10% | 1% | -6%
COc1ccccc1-c1noc(-c2ccccc2C(=O)Nc2cccnc2)n1 | ? | 11% | -8%
Cc1ccccc1NC(=O)c1onc2c1CCCC2 | ? | -6% | -30%
CCN(Cc1ccccc1)C(=O)c1ccc2c(=O)n3c(nc2c1)CCC3 | -9% | -28% | -4%
Brc1ccc(-c2csc(-c3ccncc3)n2)cc1 | -19% | 2% | 1%
COc1ccccc1NS(=O)(=O)c1cccc(C(=O)N2CCCCCCC2)c1 | ? | 2% | -1%
COCCn1c(=O)c(CCc2ccccc2)nc2cnc(Nc3cccc(OC)c3)nc21 | 2% | / | 6%
O=C(O)c1ccc(OCC(O)Cn2cnc3ccccc32)cc1 (stereo unspecified) | 3% | -2% | -13%
CC(=O)Nc1c(-c2ccc(F)cc2)nc2ccccn12 | -10% | 0% | 1%
CCOc1cc(/C=N/NC(=O)c2ccc3c(c2)OCCO3)cc(Br)c1O | 1% | -1% | -3%
COc1cccc(/C=C/C(=O)OCC(=O)Nc2ccccc2Sc2ccccc2)c1 | 26% | -16% | 2%

Next section.
SMILES | TDP1 cell CPT | FEN1 inh | N370S GC
CCn1c(=O)cc(OCC(=O)Nc2ccc3c(c2)OCCO3)c2ccccc21 | -21% | 12% | -10%
C[C@@H]1COC(=O)[C@H](NC(=O)OCC2c3ccccc3-c3ccccc32)C/C=C\C[C@@H](CC(=O)N[C@H](CO)Cc2ccccc2)C(=O)N1 | 18µM* | 6% | /
CCOC(=O)C1(C)NC(c2ccc(O)cc2)C2C(=O)N(c3ccccc3)C(=O)C21 (stereo unspecified) | 1% | -1% | -4%
CC1CCN(c2ccc3c(c2)S(=O)(=O)c2cccc(C(=O)NC4CCCCC4)c2C3=O)CC1 | 16µM* | -12% | /
COc1ccc(C(=O)Oc2ccc(C(=S)N3CCOCC3)cc2)cc1 | ? | 1% | 4%
Cc1cc(N2CCCCC2)nc2ccc(NC(=O)c3ccc(F)cc3)cc12 | 21µM* | 5% | /
Cc1ccc(NS(=O)(=O)c2cc(C(=O)NCc3ccccn3)ccc2Cl)cc1C | 7% | 1% | -16%
Cc1ccc(C(=O)NCC#N)cc1 | ? | 7% | -16%
N#Cc1c(NC(=S)NC(=O)c2ccccc2)sc2c1CCCC2 | ? | 5% | 6%
CCC(C)c1ccccc1NC(=O)C1CCCO1 (stereo unspecified) | -10% | -4% | 3%

Compounds shown so far that have an aryl thioether with sulfur outside any ring:
SMILES | TDP1 cell CPT | FEN1 inh | N370S GC
O=C(CCCn1c(SCc2cccc(F)c2)nc2ccccc2c1=O)NCC1CCCO1 (stereo unspecified) | ? | -15% | -2%
CCn1nnnc1SCC(=O)Nc1nnc(C(C)C)s1 | ? | 19% | 1%
CC(=O)c1ccc(S(=O)(=O)N2CCN(C(=O)CSc3ccc(F)cc3)CC2)cc1 | 0% | -2% | -15%
CCOC(=O)CSc1nnc(CNC(=O)c2ccc(S(=O)(=O)N3CCCC3)cc2)n1C | 15% | -16% | 18%
CC1=C(C(=O)Nc2ccccc2C)C(c2ccncc2)n2nc(SCc3ccccc3)nc2N1 (stereo unspecified) | -11% | -10% | /
CCOc1ccccc1NC(=O)CSc1cn(CC(=O)N2CCCCCC2)c2ccccc12 | ? | -3% | /
CCC1Nc2ccccc2-c2nnc(SC)nc2O1 (stereo unspecified) | ? | 1% | /
CCOc1ccccc1NC(=O)CSc1nc2nc(-c3cccs3)cc(C(F)(F)F)c2c(=O)[nH]1 | -28% | -7% | ?
CSc1nnc2c(n1)OC(c1ccsc1)N(C(C)=O)c1ccccc1-2 (stereo unspecified) | -10% | 1% | -6%
COc1cccc(/C=C/C(=O)OCC(=O)Nc2ccccc2Sc2ccccc2)c1 | 26% | -16% | 2%

Compound profiles, from the list above. Order of screens: TDP1 cell CPT	FEN1 inh	N370S GC
COc1ccc(C(=O)Oc2ccc(C(=S)N3CCOCC3)cc2)cc1 reads ?	1%	4%
CCn1c(=O)cc(OCC(=O)Nc2ccc3c(c2)OCCO3)c2ccccc21 reads -21%	12%	-10%

An excerpt (hit frequency here may not be typical).
